Screening data as filed in PubChem BioAssay.
RGS4 inh = human RGS4 inhibition | P49798 | Potency, µM (series often up to 114 µM), without a hit: top-dose activity change, negative = inhibition, hits mostly inhibitors | AID 504845 | Transcreener GDP fluorescence polarization, RGS4-accelerated GTP hydrolysis | actives 0.039% (n = 390,000); note: % is set by controls: 0 for no effect and ±100 for the full control effect; nearly all actives have a fitted effect of over 75% in size; some results filed as inactive show a strong effect at the top dose
Target sequence (P49798 whole entry, looked up): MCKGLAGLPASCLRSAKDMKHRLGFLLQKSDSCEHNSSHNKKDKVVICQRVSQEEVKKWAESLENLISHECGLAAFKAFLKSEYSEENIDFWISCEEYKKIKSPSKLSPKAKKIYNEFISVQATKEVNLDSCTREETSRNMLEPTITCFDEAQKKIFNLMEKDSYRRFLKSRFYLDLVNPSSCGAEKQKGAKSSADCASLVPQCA
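MLSMR compounds (23 nl, pin-transferred) preincubated 10 min at room temperature with a 500nM (2x) first reagent, then RGS4 at 900nM (2x) plus Transcreener GDP mix added; fluorescence polarization (620/688 nm) read before and after 90 min at 30 °C.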
Vif-APOBEC3G blk = blocks the Vif interaction with human APOBEC3G | Q9HC16 | HeLa A3G-eYFP + Vif (tagged APOBEC3G with the HIV-1 protein that degrades it), YFP fluorescence, overnight | Potency, µM (doses to about 46.1 µM), for inactives: top-dose activity, negative = active, usual class: inhibitors | actives 0.076% (n = 410,000);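 note: % is set by controls: 0 for no effect and ±100 for the full control effect; nearly all actives have a fitted effect of over 60% in size; hits raise eYFP signal because A3G escapes Vif-driven loss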
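HeLa cells stably expressing Vif and C-terminally eYFP-tagged A3G, seeded overnight at 37 deg C, then exposed to compound by pintool overnight at 37 deg C. Rise in yellow fluorescence (Ex 488/Em 500-530, Acumen) marks blocked Vif-driven A3G degradation.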
rTrxR1 inhibitor = rat TrxR1 inhibition; recombinant rTrxR1, NADPH fluorescence consumption, selenite substrate; Potency, µM (titrated, usually from 114 µM), without a hit: top-dose activity change, negative = inhibition, most hits filed as inhibitors; O89049; actives 1% (n = 390,000); note: % is set by controls: 0 for no effect and ±100 for the full control effect; nearly all actives have a fitted effect of over 65% in size
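Rat TrxR1 (90 nM in the dispensed reagent) was pre-reduced with 400 uM NADPH for 5 min at room temperature, then incubated with compound for 15 min. After 400 uM selenite was added, NADPH fluorescence (Ex 340/Em 450 nm) was followed for 8 min.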
Vif-A3F inh = inhibitors of Vif-A3F interaction; HeLa A3F-eYFP + Vif (tagged APOBEC3F with the HIV-1 protein that degrades it), YFP fluorescence increase; Potency, µM (titrated, usually from 46.1 µM), for inactives: at the highest dose activity, negative = active; actives 0.2% (n = 390,000); AID 602313; note: % of control where 0% means no effect; nearly all actives have a fitted effect of over 65% in size
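Fluorescence increase (Ex 488/Em 500-530) after overnight compound treatment at 37 deg C flags inhibition of Vif-driven A3F-eYFP loss in stable HeLa A3F-eYFP/Vif cells seeded overnight beforehand.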
IDH1 R132H inh = human IDH1 R132H inhibition. O75874. IDH1-R132H enzyme, NADPH consumption, diaphorase/resazurin fluorescence. Potency, µM (titrated, usually from 76.6 µM), for the others: top-dose activity change, negative = inhibition, most hits filed as inhibitors. actives 0.093% (n = 390,000); note: % is set by controls: 0 for no effect and ±100 for the full control effect; nearly all actives have a fitted effect of over 65% in size
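IDH1-R132H (0.5 ug/mL) preincubated 30 min with compound, then NADPH (0.016 mM) and alpha-KG (2 mM) added; 80 min at RT, pH 7.5. Remaining NADPH coupled via diaphorase/resazurin to fluorescence (540/590 nm); concentration-response curves normalized to no-enzyme control.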
12-LOX inh = inhibitors of human 12S-lipoxygenase ALOX12; P18054; purified 12hLO, xylenol orange hydroperoxide absorbance; Potency, µM (series often up to 108 µM), inactives show at the highest dose activity change, negative = inhibition, hits mostly inhibitors; actives 1.1% (n = 580,000); note: % is set by controls: 0 for no effect and ±100 for the full control effect
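Purified human 12hLO (150 nM final) in 25 mM Hepes, 0.01% Triton X-100, pH 7.0 was preincubated 15 min at room temperature with compound. Then 40 uM arachidonic acid was added, 30 min. Hydroperoxide was read by Fe-XO absorbance ratio 573/405 nm.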
TrxR1 substrate = rat thioredoxin reductase 1 substrate activity. O89049. purified TrxR1 substrate turnover, NADPH consumption readout. Potency, µM (series often up to 114 µM), for the others: at the top dose activity change, negative = substrate turnover. actives 0.01% (n = 390,000); note: % is set by controls: 0 for no effect and ±100 for the full control effect; nearly all actives have a fitted effect of over 50% in size
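Rat TrxR1, dispensed at 90 nM, was prereduced with 400 uM NADPH (final) for 5 min at ~22 deg C, then incubated with compound 15 min before 400 uM selenite. A first-read NADPH fluorescence drop versus no-compound background flagged substrates.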
USP1 inh = USP1/UAF1 (human) deubiquitinase inhibition; recombinant USP1/UAF1, Ub-Rhodamine cleavage fluorescence; Potency, µM (doses to about 57.1 µM), for the others: at the top dose activity change, negative = inhibition, hits mostly inhibitors; actives 0.23% (n = 390,000); AID 743255; note: % is set by controls: 0 for no effect and ±100 for the full control effect; nearly all actives have a fitted effect of over 60% in size; inactives centre near -12
Target sequence (O94782 whole entry, looked up): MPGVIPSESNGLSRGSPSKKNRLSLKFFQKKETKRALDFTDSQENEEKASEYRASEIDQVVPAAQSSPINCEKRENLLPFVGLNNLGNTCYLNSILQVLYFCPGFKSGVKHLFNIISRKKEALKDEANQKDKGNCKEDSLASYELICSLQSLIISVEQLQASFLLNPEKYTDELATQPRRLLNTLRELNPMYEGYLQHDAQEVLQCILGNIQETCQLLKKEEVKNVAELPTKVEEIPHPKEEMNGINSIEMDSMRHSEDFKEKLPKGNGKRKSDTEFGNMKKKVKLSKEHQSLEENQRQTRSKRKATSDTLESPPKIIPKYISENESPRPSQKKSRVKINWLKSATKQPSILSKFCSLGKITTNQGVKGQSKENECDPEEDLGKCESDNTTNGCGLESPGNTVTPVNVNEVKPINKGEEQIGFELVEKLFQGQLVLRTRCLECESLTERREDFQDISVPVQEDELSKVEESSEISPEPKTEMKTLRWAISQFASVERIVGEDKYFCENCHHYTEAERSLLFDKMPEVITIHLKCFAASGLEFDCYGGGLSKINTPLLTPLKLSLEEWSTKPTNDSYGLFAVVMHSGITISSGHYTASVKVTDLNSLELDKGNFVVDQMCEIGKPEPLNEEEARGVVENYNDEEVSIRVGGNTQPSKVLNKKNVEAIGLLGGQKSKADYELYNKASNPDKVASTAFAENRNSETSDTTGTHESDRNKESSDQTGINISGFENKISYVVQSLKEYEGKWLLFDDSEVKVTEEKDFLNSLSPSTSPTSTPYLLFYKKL
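In this screen, compounds sit with the deubiquitinase complex (1nM) for 15 min at room temperature before Ub-Rho is added at 150nM final. Fluorescence rise is then followed for 6 reads every 60 seconds.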
RXFP1 agonist = agonists of human relaxin receptor RXFP1. Q9HBX9. actives 0.3% (n = 370,000). Potency, µM (doses to about 57.5 µM), for inactives: top-dose activation, usual class: activators. AID 2676. HEK293T-RXFP1 cAMP TR-FRET, 30 min; response scale: percent of porcine relaxin response, buffer zero; note: % is set by controls: 0 for no effect and ±100 for the full control effect; nearly all actives have a fitted effect of over 60% in size; many of its hits are not listed in these tables
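cAMP rise read by TR-FRET after 30 min, 37C compound exposure (up to 58 uM) in RXFP1-transfected HEK293 cells with Ro 20174 present. EC50 from Hill-equation fits, with 29 nM porcine relaxin as 100% and buffer as basal.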
The depositor's hits bear a star; ? = inconclusive; . = no result given; & = joins results of further samples; [ ] = dose if it differs, or a comment. Calls come from the whole dose curve; as a rule, active = well fitted curve in the direction sought with a large enough effect; inconclusive = small, poorly fitted or top-dose-only effect, or another doubt; inactive = no such curve, though single readings can be large; an effect the other way counts as inactive or inconclusive. Potency is the fitted concentration of half-maximal effect. A portion of the library; the hit share may differ from the screen's.

SMILES | RGS4 inh | Vif-APOBEC3G blk | rTrxR1 inhibitor | Vif-A3F inh | IDH1 R132H inh | 12-LOX inh | TrxR1 substrate | USP1 inh | RXFP1 agonist
O=C(/C=C1\NC2(CCCC2)Cc2ccccc21)N1CCOCC1 | -30.7% | -13.0% | 39.8µM* | . | 1.7% | ? | -3.8% | 1.8% | 0.1%
COc1cc(NC(=O)COC(=O)c2ccc(S(=O)(=O)N3CC(C)CC(C)C3)cc2)c(C)cc1[N+](=O)[O-] (configuration not stated) | -15.9% | 0.4% | 9.2%[57.1 µM] | 8.2% | 2.6% | . | -0.3%[57.1 µM] | -5.0% | 0.8%
CC1(C)CC(=O)C(C=Nc2ccccc2)=C(O)C1 | 8.6% | -4.8% | -16.2% | 1.4% | 5.0% | 0.0% | -12.7% | -8.6% | 0.1%
Cc1ccc(-n2nc(CO)c(C(=O)NC(C)CCCc3ccccc3)n2)cc1C (configuration not stated) | 11.1% | 5.4% | 16.2% | -6.1% | 3.7% | 1.8% | 5.9% | -13.3% | -0.2%
CCN(c1cccc(C)c1)S(=O)(=O)c1ccc2c(c1)NC(=O)CS2 | -3.0% | -8.2% | 14.1% | -1.3% | 0.0% | ? | -3.4% | -17.6% | -0.4%
O=C(Nc1c(F)cccc1F)C1CCN(C(=O)c2cccs2)CC1 | 18.9% | 3.5% | 19.0% | 2.6% | -0.3% | -7.4% | 3.4% | -3.9% | -0.8%
Cc1cc2oc(C(=O)N(Cc3ccccc3)C3CCS(=O)(=O)C3)cc(=O)c2cc1C (configuration not stated) | 2.6% | -5.0% | 11.7% | -1.5% | 11.2% | -28.3%&-6.7% | 10.8% | -10.2% | 1.6%
COc1ccc(S(=O)(=O)Cc2ccc(C(=O)NCc3ccc(C)cc3)o2)cc1 | 14.0% | 10.1% | 11.5% | -7.2% | 0.0% | -1.3% | -1.3% | -13.3% | -2.7%
CCOC(=O)c1c(NC(=O)N/N=C/c2ccccc2OCC)sc(C(C)=O)c1C | 9.1% | -4.2% | 19.3% | 6.8% | -11.3% | 0.7% | 4.6% | -12.3% | 0.9%
COc1ccccc1/C=C/C(=O)OCC(=O)Nc1ccc2c(c1)OCCO2 | 3.8% | -4.1% | 13.3% | -19.9% | -2.8% | 4.7% | 16.2% | -24.6% | 0.5%
CSc1nc(C)c(C(=O)C[n+]2ccccc2)cc1C#N | 3.0% | -4.9% | -26.6% | 1.0% | -16.2% | 0.0% | -9.7% | -9.6% | -2.1%
Cc1ccc(S(=O)(=O)N2CCCCCC2)cc1C(=O)NCc1ccccn1 | -11.8% | 0.9% | 29.4% | 4.2% | 0.0% | 13.1% | 7.5% | -18.4% | 6.6%
COc1ccc(OCC(=O)N2CCC3(CC2)CC(=O)c2ccccc2O3)cc1 | 0.0% | 0.2% | 13.8%[57.1 µM] | -2.3% | -6.5% | 11.0% | 12.7% | -14.0% | -0.4%
CCc1nnc(NC(=O)c2ccc(S(=O)(=O)N3CCCC(C)C3)cc2)s1 (configuration not stated) | -12.8% | -4.2% | 2.5%[57.1 µM] | 8.5% | -4.5% | 15.0% | 0.7%[57.1 µM] | -21.4% | 5.0%
Nc1nc(SCCO)[nH]c(=O)c1NC(=O)c1ccccc1F | -8.2% | 0.7% | -0.8%[57.1 µM] | 3.9% | 0.7% | -25.1% | 2.0%[57.1 µM] | -16.1% | 2.6%
C(=NN=C1c2ccccc2-c2ccccc21)c1c[nH]c2ccccc12 | -1.8% | -19.6% | 9.1%[11.4 µM] | 5.5% | 5.7% | -14.1% | 8.8%[57.1 µM] | -16.9% | .
Cc1nc(C)n(C(C)CNC(=O)c2cccc(Br)c2)n1 (configuration not stated) | 9.2% | 1.6% | -1.6%[57.1 µM] | -5.1% | 14.3% | -4.1% | -9.5%[57.1 µM] | -20.7% | 2.2%
CCOC(=O)c1c(-c2cccs2)csc1NC(=O)CN1CCOCC1 | -1.3% | -3.3% | -2.1%[57.1 µM] | -7.7% | -6.0% | 38.9%[activator] | 8.5%[57.1 µM] | -22.7% | 4.0%
CCOc1ccc(CNC(=O)C2CCN(C(=O)c3sccc3-n3cccc3)CC2)cc1 | 13.1% | . | 3.5% | . | . | 0.0% | -1.2% | -23.8% | -1.0%
Cc1ccc(CN(Cc2ccco2)C(=O)c2cccc(C)c2)cc1 | 1.5% | 0.1% | -1.8% | 2.3% | -13.2% | -2.1% | -3.7% | -19.6% | -1.4%

Part of the list above, limited to USP1 inh, Vif-APOBEC3G blk and 12-LOX inh.
SMILES	USP1 inh	Vif-APOBEC3G blk	12-LOX inh
CC1(C)CC(=O)C(C=Nc2ccccc2)=C(O)C1	-8.6%	-4.8%	0.0%
CCOc1ccc(CNC(=O)C2CCN(C(=O)c3sccc3-n3cccc3)CC2)cc1	-23.8%	.	0.0%

Individual results from the results shown:
`COc1ccc(OCC(=O)N2CCC3(CC2)CC(=O)c2ccccc2O3)cc1` in Vif-A3F inh has -2.3%
`CCOc1ccc(CNC(=O)C2CCN(C(=O)c3sccc3-n3cccc3)CC2)cc1` in rTrxR1 inhibitor has 3.5%
`C(=NN=C1c2ccccc2-c2ccccc21)c1c[nH]c2ccccc12` in rTrxR1 inhibitor has 9.1%[11.4 µM]

Remaining list, next part:
SMILES | RGS4 inh | Vif-APOBEC3G blk | rTrxR1 inhibitor | Vif-A3F inh | IDH1 R132H inh | 12-LOX inh | TrxR1 substrate | USP1 inh | RXFP1 agonist
COc1ccc(C=O)cc1Cn1c(C)cc(C)c(C#N)c1=O | -14.0% | -14.7% | 4.7% | -5.0% | -5.5% | ? | -0.9% | -25.0% | 1.8%
O=C(N/N=C/c1cccc([N+](=O)[O-])c1)c1ccc(COc2ccccc2-c2ccccc2)cc1 | -14.8% | -2.5% | -1.0% | 0.4% | 6.7% | 13.7% | -8.2% | -10.3% | 0.5%
COc1ccc(C)cc1N(CC(=O)N/N=C/c1ccccc1C(=O)O)S(=O)(=O)c1ccccc1 | -10.6% | -0.1% | 21.5% | -2.3% | -1.5% | -2.3% | 5.5% | -18.1% | 0.2%
CN(C)/C=C1\C(=O)N(c2ccc(Cl)cc2)CS1(=O)=O | 15.8% | 1.3% | 1.4% | 2.7% | 3.0% | -14.5% | 3.6%[57.1 µM] | -4.3% | -0.1%
O=C(Oc1ccc(F)cc1C(=O)/C=C/c1cccs1)c1cccc([N+](=O)[O-])c1 | -9.5% | ? | -1.4% | ? | 4.8% | 0.0%[57.4 µM] | -4.2% | -8.6% | 2.7%
CCN(CC)c1ccc(C(=O)OCC(=O)Nc2ccc3[nH]c(=O)[nH]c3c2)cc1 | 2.8% | -9.4% | 5.6% | -19.5% | -6.9% | ? | -1.0% | -25.3% | 2.8%
O=C(NCCn1cc(SCc2ccccc2F)c2ccccc21)c1cccs1 | -11.0% | -6.9% | 6.1% | -4.9% | 5.5% | ? | -2.0% | -28.3% | 2.8%
O=C(NCC1CCCO1)c1cc(-c2ccccc2F)no1 (configuration not stated) | 16.6% | 5.1% | 7.6% | -18.0% | -3.1% | -3.1% | -1.5% | -21.1% | 0.1%
CCCCn1cc(S(=O)(=O)c2ccc(C)cc2)c(=O)c2cc(F)c(N3CCCCC3)cc21 | 28.8% | -1.0% | 9.8% | 0.1% | -13.4% | 1.4% | 3.6% | -9.1% | -0.5%
COc1ccc(N2CCN(C(=O)C3CCN(C(=O)c4ccc([N+](=O)[O-])cc4)CC3)CC2)cc1 | -6.5% | -0.1% | 12.1% | 2.5% | 5.5% | 0.0% | 0.5% | -18.3% | 0.5%
CC1(C)CC(=O)C(/C=N/n2c(C(F)(F)F)nc3ccccc3c2=O)=C(O)C1 | 10.8% | 1.2% | -8.1% | 1.1% | -1.3% | 2.7%[57.4 µM] | -1.6% | 1.8% | 2.6%
OC(CN1C2=NCCN2c2ccccc21)c1ccc2c(c1)OCO2 (configuration not stated) | -12.7% | -0.1% | 9.4% | -8.4% | 0.0% | -4.2% | 1.1% | -7.2% | 0.2%
COc1cc(/C=C(\C#N)c2nc3ccccc3n2C)cc(OC)c1OC | 0.2% | 0.6% | -15.0% | -1.4% | 7.6% | -21.7% | -7.9% | -8.2% | 0.0%
CCC/C=C(\CCC)C(NC(=O)c1ccc(C(=O)OC)cc1)c1ccc(C(=O)OC)cc1 (configuration not stated) | 7.0% | -12.2% | 13.0%[57.1 µM] | -0.2% | 1.3% | -10.2% | 5.6%[57.1 µM] | -12.1% | .
CC(=O)c1cc(-c2ccccc2)n(CCC(=O)NC2CCC(C)CC2)c1C (configuration not stated) | 14.2% | -0.3% | 2.2% | -14.8% | 2.0% | -3.3% | -1.5% | -18.1% | 0.2%
CC(NC(=O)c1ccc2c(c1)CCN2S(=O)(=O)c1ccccc1)c1ccccc1 (configuration not stated) | -7.7% | -0.7% | 16.9% | 1.4% | -6.9% | -15.7% | 4.1% | -20.3% | 0.4%
COc1ccc(-c2nc3ccccc3n2OCC(=O)O)cc1 | -8.7% | 0.1% | 24.2%[11.4 µM] | 13.6% | 21.2% | -25.3% | -21.0%[11.4 µM] | -14.4% | 1.4%
Cc1ccc2c(c1)N(CC(=O)NCC1CCCO1)C(=O)C(C)O2 (configuration not stated) | -19.4% | 1.5% | -13.9% | . | 4.2% | 3.2% | -4.3% | -3.8% | 1.0%
